p97 ATPase inh – human p97 ATPase inhibition; P55072; recombinant p97 ATPase, Kinase-Glo ATP luminescence, 3 h; inhibition, % at 8 µM; 0.42% of 220,000 active; in the data active = inhibition above about 15%;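 also: 0% = DMSO vehicle and 100% = wells lacking enzyme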
Furin inhibitor – blocks human furin protease activity; P09958; purified furin, fluorogenic substrate cleavage; inhibition, % at 30 µM; 0.061% of 220,000 active; in the data active = inhibition above about 25%; also: inactives centre near -15
FXIa inh 1536 – inhibitors of human coagulation factor XIa; P03951; purified FXIa, Boc-Glu-Ala-Arg-AMC fluorogenic substrate; inhibition, % at 5 µM; 0.14% of 220,000 active; AID 798;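 active = inhibition of at least 40%; inactive = inhibition below 40%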;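 also: fluorescence of freed AMC excited at 355 nm; 0% = enzyme without compound and 100% = no enzyme blank; many of its hits are not listed in these tables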
Target sequence (P03951 19-387 limits assumed): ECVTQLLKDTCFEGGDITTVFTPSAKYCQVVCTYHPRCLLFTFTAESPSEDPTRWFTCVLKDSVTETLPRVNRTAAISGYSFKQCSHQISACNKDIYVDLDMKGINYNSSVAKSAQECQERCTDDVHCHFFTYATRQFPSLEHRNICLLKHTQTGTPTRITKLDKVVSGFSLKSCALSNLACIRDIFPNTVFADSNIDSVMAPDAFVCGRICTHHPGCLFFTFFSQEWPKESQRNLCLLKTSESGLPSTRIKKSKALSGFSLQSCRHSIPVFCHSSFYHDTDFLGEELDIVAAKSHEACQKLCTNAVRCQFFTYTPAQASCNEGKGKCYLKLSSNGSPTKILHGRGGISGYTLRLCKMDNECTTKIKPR
Target sequence (P03951 388-625 limits assumed): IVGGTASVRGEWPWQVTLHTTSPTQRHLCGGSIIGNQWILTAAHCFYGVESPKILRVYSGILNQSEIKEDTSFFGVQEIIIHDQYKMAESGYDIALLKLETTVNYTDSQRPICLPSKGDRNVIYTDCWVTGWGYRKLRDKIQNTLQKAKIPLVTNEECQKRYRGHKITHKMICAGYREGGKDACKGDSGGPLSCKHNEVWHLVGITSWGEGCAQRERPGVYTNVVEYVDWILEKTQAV
hK5 inh – inhibitors of human kallikrein 5; Q9Y337; recombinant hK5, fluorogenic AMC substrate cleavage; inhibition, % at 5 µM; 0.59% of 210,000 active;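 active = inhibition of 40% or more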;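 also: 0% = enzyme controls without compound and 100% = no-enzyme blanks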
Target sequence (Q9Y337 67-293 limits assumed): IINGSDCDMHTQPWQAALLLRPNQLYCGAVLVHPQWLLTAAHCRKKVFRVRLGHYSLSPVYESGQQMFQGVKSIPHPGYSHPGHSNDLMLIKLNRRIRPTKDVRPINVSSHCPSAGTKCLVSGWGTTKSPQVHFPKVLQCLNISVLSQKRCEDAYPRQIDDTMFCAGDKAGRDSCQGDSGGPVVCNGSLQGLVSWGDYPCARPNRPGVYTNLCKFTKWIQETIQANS
Wee1 degr inh – inhibitors of human Wee1 degradation. P30291. HeLa Luc-Wee1K328M stability, luciferase luminescence; 100% = proteasome inhibitor MG132 effect. reporter increase, % at 5 µM. 1.2% of 220,000 active. AID 1321;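 active = activation above the mean of all tested compounds plus 3 SD, set per screening run, cut at about 8.8% in these data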;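 also: cells exposed to compound for 20 h before luminescence read; 0% = DMSO alone and 100% = MG132 at 30 µM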
Cl transport mod – modulates chloride dependent transport by human KCC2; AID 1456; B-score of Tl+ flux slope (higher = more flux/activation; lower = inhibition) at 10 µM; 2.2% of 190,000 active; Q9H2X9; KCC2 cells, thallium flux FluoZin-2 fluorescence;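 active = thallium flux slope and its plate-corrected score both differing from the plate sample mean at a set confidence after two filtering rounds, in either direction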;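 also: slope of fluorescence scaled to starting intensity during 10 to 20 s after thallium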
FXIIa inh 1536 – factor XIIa (human) inhibition; AID 800; 0.3% of 220,000 active; purified FXIIa, Boc-QGR-AMC fluorogenic substrate, 2 h; inhibition, % at 5 µM; in the data active = inhibition above about 40%;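 also: 0% = enzyme with no compound and 100% = blank without enzyme; many of its hits are not listed in these tables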
thrombin 1536 – blocks human thrombin protease activity; AID 1046; inhibition, % at 5 µM; P00734; 0.26% of 220,000 active; alpha-thrombin, Boc-VPR-AMC fluorogenic substrate cleavage;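 active = inhibition at or above 40%; inactive = inhibition below 40%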;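 also: 0% = enzyme with no compound and 100% = wells without enzyme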
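Material: human alpha-thrombin protein; Also added: Boc-VPR-AMC substrate, 15 µM final; Timing: enzyme reaction carried out at room temperature; Signal: fluorescence, ex 355 nm, em 460 nm; Measure: % inhibition of thrombin; Controls: enzyme without compound as high, wells lacking enzyme as low.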
PERK inh – blocks human PERK kinase; CHO PERK-DD fusion, SEAP luminescence translation reporter; inhibition, % at 5.6 µM; 0.17% of 220,000 active; AID 1416;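 active = inhibition above the mean inhibition of all tested compounds plus 3 SD, set separately per screening campaign, cut at about 2.9% in these data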;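 also: PERK kinase domain activated by AP20187 dimerizer at 100 nM; 0% = DMSO with dimerizer and 100% = rapamycin at 8.4 µM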
An asterisk follows results filed as active; x = not tested or not shown; & = joins results of further samples; [ ] = dose if it differs, or a comment.

no.	smiles	p97 ATPase inh	Furin inhibitor	FXIa inh 1536	hK5 inh	Wee1 degr inh	Cl transport mod	FXIIa inh 1536	thrombin 1536	PERK inh
1	NC(=O)C1(N2CCCCC2)CCN(S(=O)(=O)c2cc(Cl)sc2Cl)CC1	4	-21	1	-1	0	-1.2	2	-7	-0.2
2	O=C(CNC1CCCCCC1)Nc1ccccc1N1CCOCC1	0	-22	3	3	2	x	5	-1	-0.8
3	c1ccc2nc(-c3nc4ccccc4[nH]3)ccc2c1	-24	-15	7	-29	-1	-0.73	30	3	-0.5
4	Cc1ccc(/C=C/C(=O)OCC(=O)NCCN2C(=O)CSC2=O)o1	8	-15	-9	-6	8	-0.0041	14	3	3.2*
5	COC(=O)CSc1nnc(-c2ccoc2C)n1-c1ccc(OC)cc1	-4	-21	-8	-25	-2	0.15	16	6	1.5
6	COc1ccc(C(CNC(=O)COc2ccccc2OC)N(C)C)cc1OC (stereo unspecified)	4	-16	3	-19	-2	1.3	16	2	0.6
7	CCOC(=O)C(C(=O)Nc1cccc(C)c1)C1CCCCC1 (stereo unspecified)	2	-21[20 µM]	-6	-11	-2	-0.99	-1	-2	0.3
8	Cc1ccc2nc(NC(=O)CCNS(=O)(=O)c3cccs3)sc2c1	-4	-7	20	-12	2	-0.69	16	-9	-0.8
9	O=C(N1CCN(c2ccccc2F)CC1)C1(c2cccs2)CCOCC1	-1	-24	19	-4	-3	-0.041	19	-9	0.7
10	O=C(c1ccccn1)c1ccc2ccccc2n1	0	-9	-3	0	-1	0.56	2	-7	0.3
11	CC(C)(C)c1ccc(-c2nnc(SCC(=O)O)n2N)cc1	4	-13	-1	-2	-2	-0.26	-2	-6	-0.3
12	CC(=O)NC1C(=O)N=C(SCC(=O)NC2CCCCC2)NC1=O (stereo unspecified)	0	-21	3	-12	0	0.93	15	3	1.0
13	O=C(CN1C(=O)C2C3CCC(C3)C2C1=O)NCc1ccco1 (stereo unspecified)	-3	-15	-8	-1	0	0.7	6	-12	0.2
14	CC1=CC(C)(C)Nc2ccc(OC(=O)c3ccco3)cc21	0	-5	7	1	0	x	12	0	-0.9
15	Fc1ccccc1/C=C/c1ccc2ccccc2n1	-3	-15	-6	-7	2	-0.32	9	-7	-0.7

Molecules listed so far containing four or more nitrogen atoms, in the order listed:
no.	smiles	p97 ATPase inh	Furin inhibitor	FXIa inh 1536	hK5 inh	Wee1 degr inh	Cl transport mod	FXIIa inh 1536	thrombin 1536	PERK inh
11	CC(C)(C)c1ccc(-c2nnc(SCC(=O)O)n2N)cc1	4	-13	-1	-2	-2	-0.26	-2	-6	-0.3
12	CC(=O)NC1C(=O)N=C(SCC(=O)NC2CCCCC2)NC1=O (stereo unspecified)	0	-21	3	-12	0	0.93	15	3	1.0

New compounds follow:
no.	smiles	p97 ATPase inh	Furin inhibitor	FXIa inh 1536	hK5 inh	Wee1 degr inh	Cl transport mod	FXIIa inh 1536	thrombin 1536	PERK inh
16	Cc1ccccc1NC(=S)NCc1ccc(Cl)cc1	3	-19	6	-22	-2	-0.86	8	5	0.5
17	COC(=O)c1ccc(N/C(C)=C/C(=O)c2ccc(C)o2)cc1	-2	-13[20 µM]	8	-6	2	0.089	16	-5	0.8
18	O=C(O)CCCCCNC(=O)CCn1cnc2ccccc2c1=O	-4	-10	-5	6	-1	x	-5	-6	0.5
19	C/C(=N\NC(=O)c1[nH]c2c([N+](=O)[O-])cc(C)cc2c1-c1ccccc1)c1cccnc1	1	-23[20 µM]	2	10	-1	0.089	18	7	-0.6
20	CCSc1nnc(-c2ccc(S(=O)(=O)N3CCCC3)cc2)n1C	3	-18	6	1	-1	0.082	22	2	1.2
21	Cc1nc(C(=O)O)nn1-c1ccc([N+](=O)[O-])cc1	3	-16	-2	-9	1	-0.78	6	0	0.4
22	Cc1ccc(NC(=O)CN(C)C(=O)Cn2cc(C(F)(F)F)ccc2=O)cc1	-2	-14	9	-5	-1	-0.21	15	-2	0.2
23	Cn1c2c(c(=O)n(C)c1=O)CN(CC1CCCO1)CN2 (stereo unspecified)	6	-24	-26	2	-3	-0.015	3	-6	-1.4
24	CC(=O)N1CCN(c2ccc(NC(=O)c3ccccc3Br)cc2Cl)CC1	1	-16	-11	-1	0	-0.097	3	-3	-0.4
25	Cc1noc(C)c1C(=O)N1CCN(S(=O)(=O)c2cccc(Cl)c2Cl)CC1	8	-24	3	3	1	-0.25	2	2	-0.2
26	CC(C)CCNC(=O)C1CCC(=O)N1C(C)C (stereo unspecified)	3	-4[20 µM]	2	-7	0	0.64	7	-5	1.9
27	COc1ccccc1OCCOCCOc1ccccc1Cl	-4	-16	21	-20	3	-2.5	24	-1	0.1
28	CN(CC(O)CN1CCOCC1)S(=O)(=O)O (stereo unspecified)	7&2	-27&-22	-4&7	-2&8	1&5	0.2	9&10	-1&-1	1.4&1.6
29	Cc1cccc(-c2nsc(SCC(=O)Nc3nccs3)n2)c1	-3	-19	-8	-10	1	x	-2	-10	0.5
30	O=C(CSc1ncnc2sc3c(c12)CCCC3)c1ccco1	1	-43	4	-3	-2	19*	13	1	0.0

5 records drawn at random from those above:
no.	smiles	p97 ATPase inh	Furin inhibitor	FXIa inh 1536	hK5 inh	Wee1 degr inh	Cl transport mod	FXIIa inh 1536	thrombin 1536	PERK inh
30	O=C(CSc1ncnc2sc3c(c12)CCCC3)c1ccco1	1	-43	4	-3	-2	19*	13	1	0.0
18	O=C(O)CCCCCNC(=O)CCn1cnc2ccccc2c1=O	-4	-10	-5	6	-1	x	-5	-6	0.5
22	Cc1ccc(NC(=O)CN(C)C(=O)Cn2cc(C(F)(F)F)ccc2=O)cc1	-2	-14	9	-5	-1	-0.21	15	-2	0.2
17	COC(=O)c1ccc(N/C(C)=C/C(=O)c2ccc(C)o2)cc1	-2	-13[20 µM]	8	-6	2	0.089	16	-5	0.8
16	Cc1ccccc1NC(=S)NCc1ccc(Cl)cc1	3	-19	6	-22	-2	-0.86	8	5	0.5

Carrying on.
no.	smiles	p97 ATPase inh	Furin inhibitor	FXIa inh 1536	hK5 inh	Wee1 degr inh	Cl transport mod	FXIIa inh 1536	thrombin 1536	PERK inh
31	Cn1cnnc1SCC(=O)Nc1cc(C(F)(F)F)ccc1N1CCOCC1	2	-29	2	-1	-2	0.0019	-2	-8	0.5
32	Cc1cc(C)c(C)c(S(=O)(=O)NCC(=O)NCc2ccco2)c1C	-3	-22	6	-9	-3	0.063	11	0	-0.1
33	O=C(NCc1csc2ccccc12)Nc1cc(Cl)cc(Cl)c1	8	-22	1	4	0	0.71	8	0	0.6
34	COC(=O)CNC(=O)CNC(=O)Nc1ccccc1	4	-14[20 µM]	3	-10	-2	x	-5	1	2.0
35	COc1ccc2c(c1)C(C)=CC(C)(C)N2C(=O)CSc1nnc(-c2ccc(C)cc2)o1	-7	-22[20 µM]	5	-4	0	-0.66	-1	-4	-1.2
36	O=C(Cc1c[nH]c2ccccc12)NCc1cccs1	-5	-6	8	-6	-1	-0.83	-5	-6	0.6
37	O=C(O)c1ccc(CSc2nnc(COc3ccc(Cl)cc3Cl)o2)cc1	x	-18	-5	-14	x	-3.1*	6	-6	x
38	COc1ccc(NC(=O)CCCn2cc([N+](=O)[O-])cn2)cc1	-3	-15	-2	0	0	0.35	5	-19	-0.1
39	COCCN(Cc1cc2cc(C)c(C)cc2nc1Cl)C(=O)Nc1ccccc1	3	-22[20 µM]	2	-9	-2	-0.11	13	-16	0.7
40	Cc1cccc(NC(=O)NCc2ccccn2)c1	1	-26[20 µM]	12	-1	1	0.57	11	4	-0.1
41	Cc1nn(C(C)CC(=O)O)c(C)c1C (stereo unspecified)	3	-21[20 µM]	-3	-11	2	-1.4	6	-1	0.3
42	COc1cccc(/C=N/NC(N)=S)c1OCc1ccccc1Cl	1	-12	-7	-14	-4	0.74	3	-11	0.4
43	Cc1c(C(=O)O)[nH]c2c1C(=O)CC(c1ccc(Cl)cc1)C2 (stereo unspecified)	1	-24[20 µM]	0	-13	2	0.6	7	-6	1.1
44	COc1ccc(-c2nsc3c(N4CCCC4)ncnc23)cc1	-2	-6	8	6	0	-0.25	19	2	0.9
45	O=C(NCCN1CCOCC1)c1ccc(CSCc2cccc(Cl)c2)o1	3	-47	0	9	-1	-0.44	12	-1	0.3
46	N#Cc1cc(Oc2ccc(Cl)cc2)c(N2CCOCC2)cc1C#N	3	-12[20 µM]	12	-3	-2	-0.018	17	4	-0.8
47	Cc1ccc(C)c(NC(=O)CSc2nnc(-c3ccccc3)n2N)c1	-9	-6	7	-9	-2	x	19	-5	-0.7
48	O=C(NCc1ccccc1Cl)C1CCCN(c2nc3ccsc3c(=O)s2)C1 (stereo unspecified)	-3	-23	2	8	-2	0.11	9	-2	-0.1
49	CC(=O)Nc1ccc(NC(=O)C(C)OC(=O)c2ccc(OCc3c(C)noc3C)cc2)cc1 (stereo unspecified)	1	-14[20 µM]	-5	-5	0	-0.78	7	-2	-0.7
50	CC(C)N1C(=O)S/C(=C/c2cccnc2)C1=O	0	-3	8	-4	1	0.23	7	1	0.7
51	COc1ccc(CCNC(=O)CSc2cc(=O)[nH]c(N)n2)cc1OC	-4	-27	1	-3	0	0.11	19	1	-0.2
52	CN1C(=O)OC2(C)CCc3ccccc3C12C (stereo unspecified)	-3	-29	17	-1	-3	0.067	20	-3	0.4
53	CCCC1NC(=S)NC(C)=C1C(C)=O (stereo unspecified)	5	-34	-1	-1	4	0.77	5	-22	1.0
54	CCOc1ccc(C2C(C(=O)c3cccs3)=C(O)C(=O)N2CCCn2ccnc2)cc1 (stereo unspecified)	3	-13[20 µM]	x	x	4	x	x	x	1.4
55	NC(=O)c1cc(Cl)cn(-c2ccccc2)c1=O	6	-20	-3	18	-1	1.1	-5	-10	1.8
56	Cc1ccc(S(=O)(=O)NCC(C)NS(=O)(=O)c2ccc(C)cc2)cc1 (stereo unspecified)	-5	-12[20 µM]	3	-11	-1	-0.8	4	-1	0.4
57	Cc1sc2ncnc(SCC(=O)NCC(C)C)c2c1C	-5	-9[20 µM]	0	-2	3	1.9	3	-1	-2.2
58	C/C=C/Cn1c(N(C)Cc2ccccc2)nc2c1c(=O)[nH]c(=O)n2C	-1	-21	4	-10	0	-0.12	9	0	0.1
59	COc1cccc(CC(=O)Nc2ccccc2C(=O)N2CCOCC2)c1	9	-18	2	-15	-2	-0.18	14	0	1.5
60	COc1ccc(C2(C(=O)Nc3c(C)n(C)n(-c4ccccc4)c3=O)CCCC2)cc1OC	-2	-10[20 µM]	7	-5	2	-0.0038	15	-2	-0.3
61	CCOC(=O)CC1(c2ccccc2)CCOC(C)(C)C1 (stereo unspecified)	-9	12[20 µM]	-1	0	-2	-0.077	7	-1	-0.2
62	COc1ccc(-c2cc(C(=O)OCC(=O)Nc3cc(C)on3)c3ccccc3n2)cc1OC	-2	-12	-4	-60	1	x	1	-10	0.5
63	CCOc1ccc(NC(=S)N(CCc2c(C)[nH]c3ccccc23)Cc2cccnc2)cc1	-3	6	5	-3	-2	0.24	9	1	-0.7
